# Bioassay records (PubChem BioAssay)
# SENP8 block-1: human SENP8 protease inhibitors, primary screen, biochemical, fluorescence, Nedd8 protein substrate, uHTS; Sentrin-specific protease 8 (Homo sapiens), Q96LD8; recombinant SENP8; inhibition, % at 20 µM; 0.64% of 360,000 active; AID 602440, 2012; in the data active = inhibition mostly above about 40%, no sharp cut-off; inactive = mostly below about 27%
# Target sequence (Q96LD8 whole entry, looked up): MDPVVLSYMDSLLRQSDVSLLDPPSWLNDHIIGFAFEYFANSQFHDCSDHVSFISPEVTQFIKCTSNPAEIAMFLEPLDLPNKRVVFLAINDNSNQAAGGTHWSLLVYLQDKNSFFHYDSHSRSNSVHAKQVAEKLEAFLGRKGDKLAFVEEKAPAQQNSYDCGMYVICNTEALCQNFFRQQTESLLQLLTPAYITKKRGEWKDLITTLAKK
# UBC13 polyUb: UBC13 polyubiquitin chain formation inhibitors, primary screen, biochemical, TR-FRET, uHTS; inhibition, % at 20 µM; 0.47% of 330,000 active; in the data active = inhibition above about 45%, passing the limit was not always enough; inconclusive = no clear call, values can overlap the other calls
# SENP1 FRET inh: human SENP1 catalytic domain inhibitors, primary screen, biochemical, FRET, uHTS; Sentrin-specific protease 1 (Homo sapiens), Q9P0U3; inhibition, % at 10 µM; 0.21% of 360,000 active; recombinant SENP1 catalytic domain, CyPet-SUMO1-YPet FRET cleavage;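 active = inhibition at least 30% at 10 µM, raw YFP signal under a set limit, fluorescence ratio 0.5 to 1.5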;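 note: 0% = enzyme with DMSO and 100% = no enzyme wells; some results filed as inactive read as strong as hits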
#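 Compound: 10 µM single point, 0.5% DMSO; Test system: hSENP1 catalytic domain, recombinant; Timing: 50 min reaction at room temperature; Technique: FRET, CFP and YFP emission; Control set: no-enzyme wells low, DMSO-plus-enzyme wells high control.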
# SENP8 block-2: SENP8 protease inhibitors, primary screen, biochemical, luminescence. purified SENP8, Z-RLRGG-aminoluciferin cleavage. AID 2540, 2010. inhibition, % at 10 µM. 1.2% of 330,000 active; in the data active = inhibition above about 50%
# MIN6 prolif: inducers of MIN6 beta-cell proliferation, primary screen, ATP luminescence, uHTS. 0.29% of 330,000 active. proliferation, % at 10 µM. MIN6 cells proliferation, ATPlite luminescence, 48 h; cells starved in 0.2% serum; 100% = growth in 10% serum;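 active = compounds whose signal lies at least 3.5 SD above the mean of all wells on their plate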;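 note: 0% = DMSO-treated cells in low-serum medium and 100% = 10% serum control; some compounds called inactive have numbers as strong as hits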
# HKDC1 inh: HKDC1 hexokinase inhibitors, primary screen, biochemical, fluorescence, uHTS; Q2TB90; recombinant HKDC1, G6PDH/diaphorase resazurin coupled fluorescence; inhibition, % at 20 µM; 0.16% of 340,000 active; AID 493160, 2011;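 active = inhibition above about 35% when tested at 20 µM, limit read from the data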;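 note: plate controls were DMSO wells with enzyme for no effect and DMSO wells lacking enzyme for full effect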
# Target sequence (Q2TB90 whole entry, looked up): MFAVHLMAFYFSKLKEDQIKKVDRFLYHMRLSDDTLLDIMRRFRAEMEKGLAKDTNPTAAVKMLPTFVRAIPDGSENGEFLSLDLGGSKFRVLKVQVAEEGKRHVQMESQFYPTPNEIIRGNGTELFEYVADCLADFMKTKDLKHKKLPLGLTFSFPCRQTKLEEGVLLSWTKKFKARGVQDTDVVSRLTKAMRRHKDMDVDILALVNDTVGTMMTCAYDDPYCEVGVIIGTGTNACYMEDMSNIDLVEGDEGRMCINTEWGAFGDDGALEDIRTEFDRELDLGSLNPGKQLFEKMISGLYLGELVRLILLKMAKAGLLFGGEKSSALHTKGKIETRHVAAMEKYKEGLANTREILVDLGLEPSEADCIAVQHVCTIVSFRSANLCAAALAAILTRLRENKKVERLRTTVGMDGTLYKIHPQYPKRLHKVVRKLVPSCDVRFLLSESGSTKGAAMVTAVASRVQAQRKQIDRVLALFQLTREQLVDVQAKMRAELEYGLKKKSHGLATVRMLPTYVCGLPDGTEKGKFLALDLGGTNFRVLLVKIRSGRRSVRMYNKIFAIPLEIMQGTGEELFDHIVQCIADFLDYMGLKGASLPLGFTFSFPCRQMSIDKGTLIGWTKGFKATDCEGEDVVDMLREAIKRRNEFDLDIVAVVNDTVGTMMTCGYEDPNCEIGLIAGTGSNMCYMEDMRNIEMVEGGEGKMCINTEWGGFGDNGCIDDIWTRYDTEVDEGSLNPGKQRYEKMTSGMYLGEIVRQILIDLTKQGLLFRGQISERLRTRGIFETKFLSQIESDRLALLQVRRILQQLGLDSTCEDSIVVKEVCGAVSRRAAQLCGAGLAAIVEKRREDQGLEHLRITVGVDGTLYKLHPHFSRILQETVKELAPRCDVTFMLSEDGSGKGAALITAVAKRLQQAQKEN
#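 Assay system: in-house recombinant HK5 (HKDC1) enzyme. Input: HKDC1 at 5 µg/mL. Medium: Tris pH 8.0 buffer with MgCl2, Tween-20, BSA, BME. Dosing: single 20 µM dose. Schedule: 90 min reaction incubation at room temperature, dark. Signal: resazurin-to-resorufin fluorescence via G6PDH and diaphorase coupling, 525/613 nm. Controls: DMSO-enzyme wells negative, buffer-substituted wells positive.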
# SENP6 inh: SENP6 protease inhibitors, primary screen, biochemical, luminescence, uHTS | Sentrin-specific protease 6 (Homo sapiens), Q9GZR1 | AID 2599, 2010 | 1.8% of 330,000 active | Recombinant SENP6 catalytic domain, aminoluciferin luminescence | inhibition, % at 10 µM;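 active = inhibition above about 50% at the single tested dose, limit read from the data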;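 note: plate controls were DMSO wells with enzyme for no effect and DMSO wells lacking enzyme for full effect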
# SENP7 inh: SENP7 protease inhibitors, primary screen, biochemical, luminescence, uHTS; inhibition, % at 5 µM; 1.5% of 330,000 active; recombinant SENP7, Z-RLRGG-aminoluciferin luminescence, 40 min; Sentrin-specific protease 7 (Homo sapiens), Q9BQF6;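 active = inhibition above about 50% at the single test dose, limit read from the data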;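 note: plate controls were DMSO with enzyme for no effect and no enzyme buffer wells for full effect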
# PfGluPho inh: PfG6PD enzyme inhibitors, primary screen, biochemical, fluorescence intensity, uHTS | glucose-6-phosphate dehydrogenase-6-phosphogluconolactonase (Plasmodium falciparum 3D7) | inhibition, % at 20 µM | 0.78% of 350,000 active | AID 504690, 2011 | PfGluPho enzyme, NADPH resazurin-diaphorase fluorescence;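 active = inhibition reaching at least a set limit at 20 µM in the primary screen, cut at about 59% in these data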;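 note: 0% = DMSO wells with substrate and 100% = DMSO wells lacking glucose-6-phosphate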
# * = called active by the depositor; i = inactive; ? = inconclusive; / = no result given.
SMILES,SENP8 block-1,UBC13 polyUb,SENP1 FRET inh,SENP8 block-2,MIN6 prolif,HKDC1 inh,SENP6 inh,SENP7 inh,PfGluPho inh
CCOc1cc(S(=O)(=O)N2CCN(S(=O)(=O)CC)CC2)c(OCC)cc1-n1cnnn1,-258,5,-1,-6,3,-1,-11,2,4
CC(C)(C)c1ccc(S(=O)(=O)N2CCc3nc4ccccc4c(C(=O)O)c3C2)cc1,-4,-5,-2,-12,1,1,-25,-3,-10
Cc1csc(NC(=O)NC2(C(F)(F)F)Oc3ccccc3O2)n1,16,-2,2,-2,-6,6,3,-5,42
O=C(CN1CCc2ccccc2C1)N1CCN(S(=O)(=O)c2ccccc2)CC1,46*,10,-5,5,-2,9,0,0,2
O=C(Cn1nnc(-c2ccccc2-n2cnnn2)n1)N1CCCCC1,4,-4,1,-2,0,-7,20,-5,0
COc1cc(C)c2c(c1OC)C(=O)CC2,-294,/,3,/,/,-8,/,/,5
Cc1ccsc1C(=O)OCC(=O)N1CC(=O)Nc2ccccc21,5,3,-2,0,-1,-2,-11,6,-13
CCOC(=O)c1c(CSCc2ccccc2)oc2ccc(O)c(CN(C)C)c12,23,24,3,-5,-6,0,-5,-2,59*
COc1cc(OC)cc(OCC(O)Cn2ccnc2)c1 (stereo not given),10,0,1,0,0,-10,5,4,8
CCCn1c(N2CCN(C(=O)/C=C/C(=O)O)CC2)nc2ccccc21,10,-2,0,1,-2,1,-16,0,8
O=C(c1cn(-c2ccc(Cl)c(Cl)c2)nn1)C1CC1,11,19,1,-6,1,-6,-6,-1,-5
O=C1c2ccccc2C(=O)N1CCOc1ccccc1Br,3,15,-1,8,-5,1,12,30,-2
O=c1cc(COc2ccccc2[N+](=O)[O-])nc2sccn12,/,2,/,-9,1,-1,-7,-3,19
CCc1nnc(NC(=O)C2CCCN(S(=O)(=O)c3ccc(OC)cc3)C2)s1 (stereo not given),-5,1,-5,-2,0,-8,-3,3,-7
CCOC(=O)C(=CNc1nc2ccc(C(=O)OCC)cc2s1)C(=O)OCC,-349,10,-33,3,-1,-3,-14,13,-6

# Some values from above.
# Reading for CCOc1cc(S(=O)(=O)N2CCN(S(=O)(=O)CC)CC2)c(OCC)cc1-n1cnnn1 in SENP1 FRET inh: -1
# Reading for CCc1nnc(NC(=O)C2CCCN(S(=O)(=O)c3ccc(OC)cc3)C2)s1 (stereo not given) in UBC13 polyUb: 1

# Next entries:
SMILES,SENP8 block-1,UBC13 polyUb,SENP1 FRET inh,SENP8 block-2,MIN6 prolif,HKDC1 inh,SENP6 inh,SENP7 inh,PfGluPho inh
O=C(CCC(=O)N(CC(=O)NC1CCCCC1)Cc1ccccc1)Nc1nccs1,-1,4,3,8,0,-4,-6,2,-10
O=[N+]([O-])c1ccc(N=Nc2ccc(O)c3ccccc23)cc1,45*,/,-17,/,/,19,/,/,45
CS(=O)c1ccccc1O (stereo not given),12,-2,0,3,-2,1,-4,3,1
O=[N+]([O-])c1cccc(S(=O)(=O)Nc2cccc(-c3ccc(N4CCOCC4)nn3)c2)c1,19,-3,4,20,-5,4,44,12,9
CCN(CC)S(=O)(=O)c1ccc(NS(=O)(=O)c2ccc(F)cc2)cc1,27,0,0,-2,-2,1,-16,-5,-17
O=c1cc(-c2ccccc2Cl)oc2cc(O)cc(O)c12,8,3,2,-4,3,2,17,0,-13
O=C(COc1ccc(Br)cc1Br)NC(=O)NC1CCCC1,-3,-1,1,-6,-4,4,-13,1,15
CN(C)CCOc1ccccc1-c1ccccc1,1,1,-1,4,3,-2,1,-1,-5
Cc1ccc(NCC(=O)N/N=C/c2cccc(Oc3ccccc3)c2)cc1,20,-5,4,-1,-6,2,9,-1,5
Nc1nncn1C(=O)CCCOc1ccc(Cl)cc1Cl,2,2,12,-16,-3,15,17,-1,-7
Cc1ccccc1CNc1nnnn1C,17,3,2,1,2,-1,16,13,-6
Cc1cc(N)n(-c2ccc(S(=O)(=O)N3CCCC3)cc2[N+](=O)[O-])n1,10,-5,3,0,-3,-4,6,-2,2
CCN(CC)S(=O)(=O)c1ccc2c(c1)c(=O)c(C(=O)NCCc1ccccc1)cn2C,21,5,1,2,2,5,8,-13,-10
CCCNC(=O)Cn1c(=O)/c(=C/c2ccc(-c3ccc([N+](=O)[O-])cc3)o2)s/c1=C\C(=O)C(C)(C)C,12,/,-30,/,/,0,/,/,-11
COc1ccc(-c2ccc3c(c2)c(-c2cccs2)c(-c2cc(OC)cc(OC)c2)n3C)cc1,i,?,-8,-14,-3,1,-10,-8,6

# 3 entries already listed, arranged by SMILES length, high to low:
SMILES,SENP8 block-1,UBC13 polyUb,SENP1 FRET inh,SENP8 block-2,MIN6 prolif,HKDC1 inh,SENP6 inh,SENP7 inh,PfGluPho inh
CCCNC(=O)Cn1c(=O)/c(=C/c2ccc(-c3ccc([N+](=O)[O-])cc3)o2)s/c1=C\C(=O)C(C)(C)C,12,/,-30,/,/,0,/,/,-11
O=c1cc(-c2ccccc2Cl)oc2cc(O)cc(O)c12,8,3,2,-4,3,2,17,0,-13
CS(=O)c1ccccc1O (stereo not given),12,-2,0,3,-2,1,-4,3,1

# Next part.
SMILES,SENP8 block-1,UBC13 polyUb,SENP1 FRET inh,SENP8 block-2,MIN6 prolif,HKDC1 inh,SENP6 inh,SENP7 inh,PfGluPho inh
COC(=O)C1CCN(C(=O)COC(=O)c2cccc(NS(=O)(=O)c3ccccc3)c2)CC1,0,-1,1,-8,4,-4,1,11,-2
COc1cccc(-n2nnc3c(=O)n(Cc4ccccc4F)cnc32)c1,9,-1,2,-12,-2,8,-1,-10,9
O=C(O)CCC(=O)OCc1c(-c2ccccc2)ncc2ccccc12,6,2,0,16,-2,1,8,5,-7
CN(Cc1ccccc1)C(=O)c1ccc2c(c1)S(=O)(=O)N=C1CCCCCN12,14,-11,4,-15,-3,-10,0,-3,-9
Cc1cc(Nc2nc(Cl)c(Cl)cc2Cl)n(-c2ccccc2)n1,-6,8,-2,2,0,2,-2,4,42
O=C(Cn1c(=O)[nH]c2ccccc2c1=O)N1CCN(c2cccc(Cl)c2)CC1,2,28,2,-2,-2,-12,-14,13,-3
O=C(CCN1C(=O)C2C3C=CC(C3)C2C1=O)Nc1ccccc1F (stereo not given),18,-10,-2,-4,-1,-7,0,-7,-15
O=C(CSc1nnc(Cn2nnc3ccccc32)o1)N(Cc1ccc(F)cc1)c1ccccc1,32,4,3,3,-4,3,-3,5,3
Cc1nn(-c2ccc(Cl)c(Cl)c2)c(=O)c2ccccc12,-53,0,-2,-1,0,-3,15,5,3
CCOc1ccccc1NC(=O)Nc1cc(S(=O)(=O)N(C)C)ccc1C,6,3,1,-1,0,-3,-14,-3,12
c1ccc(-c2nnc(-c3ccccc3)nn2)cc1,28,1,0,83*,-4,-7,88*,96*,-5
CN(C)N1C(N)=C(C#N)C(c2ccc(Br)cc2)C2=C1CCCC2=O (stereo not given),18,2,-4,-6,-3,7,-8,2,-4
C[C@@H]1CC[C@]2(O[C@@H](CCO)C[C@H](O)[C@H]2O)O1,13,-5,3,2,-3,-10,-8,2,-3
CCOC(=O)N1CCC(N2CC34C=CC(O3)C(C(=O)Nc3ccc(F)cc3)C4C2=O)CC1 (stereo not given),-5,3,4,-14,-2,-6,-3,-8,-16
CC12CCC(C(=O)NCCCN3CCOCC3)(OC1=O)C2(C)C (stereo not given),14,-3,0,-7,2,5,-4,-4,-8
CC(C)(C)SCCNS(=O)(=O)c1ccc(Cl)cc1,9,-2,0,5,-4,8,14,-8,2
CC(C)c1ccc(NS(=O)(=O)c2ccc3c(c2)NC(=O)CO3)cc1,24,2,-1,3,-3,3,21,1,22
COc1ccc(/C=C2\SC(=S)N(CC(=O)N(C)C3CCS(=O)(=O)C3)C2=O)cc1 (stereo not given),12,-12,-46,-28,-1,-1,-19,-28,-3
CCN(CC)c1ccc(/C=N/N2CCN(Cc3ccccc3)CC2)c(O)c1,-3,5,0,-2,1,18,14,12,35
COc1ccccc1C1NC(=O)CS1 (stereo not given),23,-3,0,-12,1,-2,0,-11,11
COc1cc2c(cc1OC)C(C)N(C(=O)CCN1C(=O)C3C4C=CC(C4)C3C1=O)CC2 (stereo not given),23,1,1,-3,2,-2,-10,-2,-13
CC(=O)N1CCN(C(=O)c2cc(S(=O)(=O)N3CCN(c4ccccc4)CC3)ccc2Cl)CC1,15,0,1,-4,3,-1,-2,4,14
O=C(Nc1nnc(C2CC2)s1)C1CCCO1 (stereo not given),18,18,2,0,-4,-1,13,-2,5
COc1ccc(-c2nc3cc([N+](=O)[O-])ccc3o2)cc1,24,-7,5,17,-2,4,34,77*,3
CCN(CC)c1c([N+](=O)[O-])ncn1C,12,-1,-1,-9,-2,-5,-15,15,1
COc1ccccc1N1CCN(S(=O)(=O)c2ccccc2)CC1,4,5,-1,-2,-2,-9,-2,-3,-1
N#C/C(=C/c1cn[nH]c1-c1cccc(Br)c1)C(=O)O,22,16,0,3,1,7,-17,3,-22
O=C(CCNC(=O)Cn1ccc2ccccc2c1=O)NCCc1ccccc1Cl,-7,17,-1,-2,0,16,-8,2,14
Cc1ccc2cc(CN(CCN(C)C)C(=S)Nc3ccccc3)c(=O)[nH]c2c1C,-10,0,-1,-2,-5,-1,-7,-4,13
O=C(COc1cccc(C(F)(F)F)c1)NNC(=O)Cn1c(=O)cnc2ccccc21,12,3,2,5,3,-4,-4,6,0
CN(C)S(=O)(=O)c1ccc(C(=O)OCCn2cnc3c2c(=O)n(C)c(=O)n3C)cc1,1,4,0,9,1,-5,32,12,-4
CCn1cc(C(=O)N2CC(C)CC(C)C2)c(=O)c2cc(S(=O)(=O)N3CCCC3)ccc21 (stereo not given),11,-8,1,-3,-1,-5,5,13,-6
CCOC(=O)C1(NC(=O)CN2C(=O)c3ccccc3C2=O)CCCC1,5,/,-3,/,/,-4,/,/,0
COCCNc1nc(-n2nc(C)cc2C)nc2sc3c(c12)CCCC3,-415,1,2,2,1,8,-1,0,21
Clc1cc(Br)ccc1OCCCNCc1ccccc1,14,5,2,-12,-6,-6,-31,-10,9
Cn1c(C(=O)N2CCCC(Nc3ccc(F)cc3)C2)cc2ccccc21 (stereo not given),6,-3,2,8,-3,5,-7,6,3
Clc1cc(Br)ccc1OCCOCCOc1cccc2cccnc12,-130,1,1,-9,-3,9,-9,3,11
COc1cc(C(=O)Nc2ccc(N3CCOCC3)cc2)ccc1OCc1c(C)noc1C,20,0,1,1,-2,11,-9,1,5
COc1ccc(C(=O)N2CCC(C(=O)NC3CC3)CC2)cc1,7,1,1,1,-2,2,6,4,-3
O=C(OC1Cn2c(=O)ccc(=O)n2C1)c1ccc([N+](=O)[O-])cc1,15,-6,1,2,-3,-10,-3,4,-13
COc1ccc(N2CC(C(=O)N/N=C/c3ccc([N+](=O)[O-])cc3)CC2=O)cc1 (stereo not given),4,-10,0,-10,2,4,-11,-11,-9
N#C/C(=C/c1ccc(OCc2ccccc2)cc1)C(=O)NC1CCCCC1,7,7,2,4,4,0,-2,-4,-6
